Compound activity as filed in PubChem.
hcGAS inh = inhibitors of human cGAS. recombinant h-cGAS, ATP depletion, Kinase-Glo luminescence. inhibition, % at 12.5 µM. actives 0.081% (n = 290,000). Q8N884;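 further: 0% = vehicle reaction and 100% = reaction without DNA for no activity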
Target sequence (Q8N884 whole entry, looked up): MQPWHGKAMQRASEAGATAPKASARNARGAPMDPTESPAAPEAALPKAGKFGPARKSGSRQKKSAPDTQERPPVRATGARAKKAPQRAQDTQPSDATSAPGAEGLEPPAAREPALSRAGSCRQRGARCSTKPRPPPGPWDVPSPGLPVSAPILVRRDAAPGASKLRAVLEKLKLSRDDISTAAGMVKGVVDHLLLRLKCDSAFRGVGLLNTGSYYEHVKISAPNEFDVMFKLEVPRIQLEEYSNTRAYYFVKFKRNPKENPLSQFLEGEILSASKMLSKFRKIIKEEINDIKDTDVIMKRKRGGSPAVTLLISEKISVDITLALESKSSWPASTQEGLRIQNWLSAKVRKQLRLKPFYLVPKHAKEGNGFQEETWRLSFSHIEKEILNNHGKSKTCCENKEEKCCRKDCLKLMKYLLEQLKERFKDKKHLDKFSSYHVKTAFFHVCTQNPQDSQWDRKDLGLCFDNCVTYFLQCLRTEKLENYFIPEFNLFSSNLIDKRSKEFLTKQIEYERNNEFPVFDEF
NPYLR7 agonist = activates Aedes aegypti NPYLR7 receptor; activation, % at 10 µM; actives 0.15% (n = 270,000); HEK293T NPYLR7/Galpha15, GCaMP6s calcium fluorescence; in the data active means activation above about 40%;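 further: 0% = vehicle and 100% = reference agonist at the receptor; some compounds past the cut are filed as inactive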
mcGAS inh = mouse cGAS inhibition by luminescence. recombinant cGAS, Kinase-Glo ATP depletion luminescence. inhibition, % at 12.5 µM. actives 0.15% (n = 160,000). AID 1259399;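 further: 0% = negative control wells and 100% = reference inhibitor with no enzyme activity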
Numbers without * were called inactive; · = not tested or not shown. Unless noted, no stated cut-off is given here; in the data, active means inhibition above about 40%; inactive means the rest.

| SMILES | hcGAS inh | NPYLR7 agonist | mcGAS inh |
| --- | --- | --- | --- |
| O=C(CC1CCCC1)N1CC[C@@]2(C1)[C@@H](O)CN(c1ccccc1)S2(=O)=O | 6 | -3 | 2 |
| CCC(=O)N1CCC(N2CC(OC)C23CCOCC3)CC1 (stereo not given) | 4 | · | 0 |
| Cc1ccc(N(/C=C/C(=O)C(F)(F)F)CCCN2C(=O)c3cccc4cccc(c34)C2=O)c(C)c1 | 0 | -7 | -7 |
| CC(C)C=C1CCCCC1O (stereo not given) | 3 | 4 | 0 |
| COCCn1c(C)cc(O)c(C(c2ccc(OC)cc2)N2CCN(CCO)CC2)c1=O (stereo not given) | -4 | 10 | · |
| COc1ccc2nc(SCc3ncc(C)c(OC)c3C)[nH]c2c1 | -4 | -20 | · |
| O=C(C1=C(O)C(=O)N(CC2CCCO2)C1c1cccs1)c1ccco1 (stereo not given) | -11 | 2 | -2 |
| CCCCN(C=O)c1c(CC)nc2ccc(C(=O)NCc3ccc4c(c3)OCO4)cn12 | -6 | 0 | -5 |
| Cc1noc(C)c1C(=O)OCC(=O)NCCN1C(=O)CSC1=O | 1 | -1 | -5 |
| Cc1ccc(N2C(=O)C3CC=CC(C)C3C2=O)cc1C (stereo not given) | -3 | 11 | -2 |
| CC(C)(C)C(=O)c1ccc(C(=O)C(C)(C)C)s1 | 2 | -5 | · |
| NC(=O)CSc1nc2c([nH]c3ccccc32)c(=O)n1-c1ccc([N+](=O)[O-])cc1 | 3 | 1 | -2 |
| Cc1ccccc1C(=O)N1C(C(=O)NCc2ccccn2)COC12CCN(C(=O)Cc1cccs1)CC2 (stereo not given) | 0 | 1 | -4 |
| CN(C)CCCn1c2c(c(SCC(=O)Nc3nccs3)nc1=O)CCC2 | -2 | 5 | -8 |
| CC1CN(Cc2ccccc2NCc2c(F)cccc2Cl)CC(C)O1 (stereo not given) | -7 | 10 | -17 |
| CC(=O)Nc1cccc(-c2cc(N3CCOCC3)nc(N)n2)c1 | 0 | -3 | · |
| COc1ccc(-n2cccn2)c(CN(C)Cc2noc(C)n2)c1 | -7 | 6 | -18 |
| O=C(NC1CCN(CC(O)COCC2CCCO2)CC1)c1ccccc1 (stereo not given) | -14 | -1 | · |
| CC(=O)c1ccc(-c2ccnc3[nH]ccc23)nc1 | 0 | 7 | -13 |
| CSc1ccc(NC(=O)c2ccc(S(N)(=O)=O)cc2)cc1 | -3 | 9 | · |
| COC(=O)C1CCCCN1 (stereo not given) | 0 | 8 | · |
| COCc1c(C(=O)N2[C@@H]3CC[C@H]2CN(C)C(=O)C3)noc1C | -5 | 5 | · |
| CCC(C)N(CC(=O)N(CCc1ccccc1)Cc1ccco1)S(=O)(=O)c1ccc(Cl)cc1 (stereo not given) | -5 | 0 | -5 |
| CC1(Cc2ccc(F)cc2)C(=O)Nc2ccc(OC(F)(F)F)cc21 (stereo not given) | 1 | -2 | 1 |
| Cc1cc(=O)[nH]c(N=C(NC(=O)c2ccccc2)Nc2ccccc2)n1 | 0 | 0 | · |
| O=C(CCn1c(=O)oc2ccc(Cl)cc21)NCCCN1CCCC1=O | 0 | -12 | · |
| O=C1c2cccc3cccc(c23)C(=O)N1CCCc1n[nH]c(=S)n1-c1ccccc1 | 1 | -9 | 2 |
| Cc1cccn(CC(=O)N2CCN(C(=O)C3CC3)CC2)c1=O | -7 | -3 | · |
| CS(=O)(=O)c1ccc(-c2cc(C3(CNCC4CCOCC4)CC3)ccn2)cc1 | -8 | -5 | -7 |
| O=C(CCC1CCCN(C(=O)CN2CCCC2=O)C1)Nc1ccc(C(F)(F)F)cc1 (stereo not given) | -12 | 6 | · |
| Cc1sc2ncn(CCOc3ccc(S(=O)(=O)N(C)C)cc3)c(=O)c2c1C | -7 | 1 | · |
| O=C(c1nc(C2CC2)n(-c2ccccc2)n1)N1CCOc2ccccc21 | -6 | -9 | · |
| CCc1ccc(-n2c3c(c(=S)[nH]c2=O)CCC3)cc1 | -9 | 0 | -8 |
| CN1CCC2(CC1)CN(C(=O)CCC(=O)Nc1cccc(F)c1)CCN2C | -5 | -2 | -17 |
| Cc1ccccc1-n1c(SCc2ccc(C(=O)N3CCN(c4ccccc4F)CC3)cc2)nnc1-c1ccncc1 | -9 | 5 | -3 |
| CCc1c(C(=O)N2CCc3[nH]cnc3C2c2cccnc2)[nH]c2ccccc12 (stereo not given) | -7 | 32 | -12 |
| O=[N+]([O-])c1ccc2c(c1)N(S(=O)(=O)c1cc(C(F)(F)F)ccc1Cl)CC2 | -11 | 9 | · |
| CC(C)n1cc(CN(Cc2cccnc2)Cc2ccc3c(c2)OCO3)cn1 | -1 | 0 | -11 |
| O=C(N(Cc1ccc(OS(=O)(=O)c2ccc(F)cc2)cc1)Cc1ccco1)C12CC3CC(CC(C3)C1)C2 | -7 | -2 | -4 |
| O=C(Nc1ccc(N2CCNC2=O)cc1)c1ccccc1O | -5 | 6 | -11 |
| C=CCn1c(=O)c2c(nc3n(-c4cc(Cl)ccc4OC)c(C)cn23)n(C)c1=O | -8 | -1 | · |
| CCOc1ccc(NC(=O)c2c(C)noc2C(C)C)cc1 | -17 | -1 | · |
| CC(C)N1CCN(C(=O)CCN2CC(C(=O)O)CC2=O)CC1 (stereo not given) | -7 | 24 | · |
| CC(C)CCNC(=O)CCc1csc(NC(=O)c2ccc[nH]c2=O)n1 | -4 | -5 | -9 |
| Cn1c(C(F)(F)F)nc2ccccc21 | 1 | 4 | · |
| c1ccc2c(c1)nc1n2CN(CCN2CCOCC2)CN1 | 4 | 1 | · |
| Cc1nccn1-c1ccccc1CNC(=O)c1cn[nH]n1 | -3 | 0 | -16 |
| O=C(NN=C1CCc2ccccc21)C1CC1 | -9 | -1 | -8 |
| COc1ccc(N2C(=O)/C(=C/c3ccc(O)cc3)C(=O)NC2=S)cc1 | -5 | 0 | -5 |
| COCCCNC(=O)c1csc(CSc2nnc(Cc3ccccc3)n2-c2cccc(Cl)c2)n1 | 3 | -9 | 2 |
| COc1ccccc1-n1c(SCc2ccc(C(=O)N3CCOCC3)cc2)nnc1-c1ccc(C)cc1 | -2 | 26 | -11 |
| CCc1cc2c(=O)n(CC(=O)N(CCC#N)c3ccc(C)c(C)c3)cnc2s1 | -7 | 1 | -15 |
| CN1CCCN(C(=O)c2ccc(CC3CCCNC3)cc2)CC1 (stereo not given) | -7 | 1 | -10 |
| CCc1c(C)nn(-c2ccc(C(=O)NC3CCCCC3)cc2)c1C | -9 | -9 | -5 |
| COc1ccc(-c2c(C)noc2-c2ccc(OC)cc2O)cc1 | -5 | 3 | · |
| COc1ccccc1NC(=O)Cn1cc(-c2nnc(C)o2)c2ccccc21 | -2 | 2 | -8 |
| CCOc1ccccc1-c1noc(Cn2c(=O)c(C#N)cn(CC)c2=O)n1 | -10 | 10 | · |
| O=C(c1ccc(C(F)(F)F)cc1)N1CCC(n2c(=O)[nH]c3ccccc32)CC1 | -22 | 14 | -4 |
| CN(Cc1nc(N)nc(N(C)C)n1)CC1CCCO1 (stereo not given) | -3 | 0 | · |
| CCN1CCN(c2c(CN(CCOC)C(=O)c3cccc([N+](=O)[O-])c3)c(C)nn2-c2ccccc2)CC1 | -5 | -1 | -4 |

The results go on:
Fields: hcGAS inh | NPYLR7 agonist | mcGAS inh
CCc1c(C)nn(CC(=O)N2CCCN(C)C3(CCN(C)CC3)C2)c1C
    7 | -2 | ·
COCCn1cc(NC(=O)Nc2cccc(F)c2)c2ccccc21
    -16 | 15 | ·
COc1ccc2c(Cc3nc(C(C)OC)no3)coc2c1 (stereo not given)
    -7 | 1 | ·
O=C(NCc1cccnc1)C1CCN(C2CCN(Cc3cc4ccccc4o3)CC2)CC1
    -6 | 8 | ·
Cc1noc(C)c1C(=O)N1CCC1(C)C(=O)NS(=O)(=O)c1cccc(F)c1 (stereo not given)
    -5 | -1 | ·
Cn1nc(C2CC(=O)Nc3n[nH]c(C4CCC4)c32)c2c(Cl)cccc21 (stereo not given)
    -10 | 0 | ·
CN(Cc1ccsc1)C(=O)Cn1cc(Br)ccc1=O
    -3 | 3 | ·
COCCN1C(=O)/C(=C/c2ccc(C(C)C)cc2)SC1=S
    -7 | -4 | ·
Cc1nc(-c2ccccc2)sc1CNCc1cn[nH]c1C
    -5 | 2 | ·
CC(=O)N1CCN(Cc2nnnn2-c2ccc(F)c(F)c2)CC1
    -7 | -1 | -6
C=CCN(Cc1nccn1Cc1ccc(Cl)cc1Cl)C(=O)c1ccccc1F
    -3 | · | -9
COc1ccc(OCC(=O)Nc2cc(C)nc3c(C)cc(C)cc23)cc1
    -4 | 3 | -7
Cc1nc(COc2ccc(F)cc2)sc1C(=O)O
    -13 | -11 | ·
Cc1ncsc1CCNC(=O)c1ccc2oc(-c3cccc(F)c3)nc2c1
    -9 | 4 | ·
CCC(C)N1CCC(N2CCC(C(=O)NCc3cccnc3)CC2)CC1 (stereo not given)
    -5 | 3 | ·
CCCCCCNC(=O)c1cccc(Oc2nc(Cc3cccc(OC)c3)ns2)c1
    -4 | 10 | -4
O=C1c2cccc3cccc(c23)C(=O)N1Cc1ccccc1
    -4 | 4 | ·
CC1CCCCN1C(=O)c1ccc(Cl)c([N+](=O)[O-])c1 (stereo not given)
    -7 | 5 | ·
COC(=O)c1[nH]ncc1CN1CCN(S(=O)(=O)c2ccccc2)CC1
    -6 | 1 | ·
O=C(CSc1nc(=O)n(CCO)c2c1CCC2)Nc1nc2ccccc2s1
    -5 | -1 | -6

Next section (five carried over from the part before).
Fields: hcGAS inh | NPYLR7 agonist | mcGAS inh
CCCCCCNC(=O)c1cccc(Oc2nc(Cc3cccc(OC)c3)ns2)c1
    -4 | 10 | -4
O=C1c2cccc3cccc(c23)C(=O)N1Cc1ccccc1
    -4 | 4 | ·
CC1CCCCN1C(=O)c1ccc(Cl)c([N+](=O)[O-])c1 (stereo not given)
    -7 | 5 | ·
COC(=O)c1[nH]ncc1CN1CCN(S(=O)(=O)c2ccccc2)CC1
    -6 | 1 | ·
O=C(CSc1nc(=O)n(CCO)c2c1CCC2)Nc1nc2ccccc2s1
    -5 | -1 | -6
COc1ccccc1NC(=O)CSc1nc2ccccc2[nH]1
    -6 | -6 | -7
Cc1ccn2c(=O)cc(CNCC(c3ccc(F)cc3)N3CCOCC3)nc2c1 (stereo not given)
    -4 | 0 | ·
O=C(Nc1nc(C(=O)N2CCN(c3ncccn3)CC2)co1)c1ccccc1
    -2 | 5 | ·
CC(C(=O)Nc1ccccc1Cl)N1CCSC2(CCCCC2)C1 (stereo not given)
    -9 | 1 | ·
CCNCC(O)COCc1ccc(OC)c(OC)c1 (stereo not given)
    -8 | 3 | ·
COc1cn(CC(=O)Nc2ccc([N+](=O)[O-])cc2)c(CSc2ncccn2)cc1=O
    -7 | -5 | -9
CC(N)=C(C#N)C(=O)CSc1nc(C)cs1
    2 | -1 | ·
O=C(O)c1ccccc1C(=O)N1C(=O)C(=Nc2ccccc2[N+](=O)[O-])c2ccccc21
    -3 | 7 | ·
Cc1nn(C)c(C)c1C(C)NC(=O)N1CCC(Cc2ccccc2)C1 (stereo not given)
    -12 | 6 | -6
C=CCN(Cc1ccc(-n2cccn2)cc1)Cc1ccco1
    -3 | 0 | -19
Cc1cc(NCCc2nncn2C(C)C)nc(-c2ccccc2)n1
    -4 | 5 | -10
CC(=O)c1ccc(C(=O)O)s1
    2 | 1 | 0
CCSc1nc(CC(=O)NCCn2nnc3ccccc32)cs1
    -6 | -1 | -11
COCCCNC(=O)C(NC(=O)c1ccccc1F)C1CCN(C(=O)C2CCCC2)CC1 (stereo not given)
    -1 | -1 | -3
CCOc1ccc(NC(=O)N2CCN(c3nc(Cc4ccc(C)cc4)nc4onc(-c5cccnc5)c34)CC2)cc1
    -5 | 19 | -3
CC1C(=O)N(c2ccc(Cl)cc2)CCN1C(=O)c1cccc(Cl)c1 (stereo not given)
    0 | -1 | -5
NC(C(=O)N[C@@H]1C(=O)N2C(C(=O)O)=C(Cl)CS[C@H]12)c1ccccc1 (stereo not given in full)
    -7 | 7 | -4
NC(=O)CN1CC=C(CCNC(=O)Cc2ccc(F)cc2)CC1
    -7 | 1 | -11
Cc1ccc2oc(-c3cccc(NC(=O)c4ccc(C)c([N+](=O)[O-])c4)c3)nc2c1
    0 | -14 | 1
COc1cc(C=C2N=C(c3ccc(Br)cc3)OC2=O)ccc1OC(F)F
    -6 | 0 | ·
O=C(c1ccccc1C(F)(F)F)N1CCN(CC(O)COCc2cccs2)CC1 (stereo not given)
    -9 | 5 | ·
CSc1nc2c(c(-c3ccc(C)o3)c1C#N)CCCC2
    -2 | -2 | -7
COCCCN(CC(=O)N(CCc1c[nH]c2ccccc12)Cc1ccc(C(F)(F)F)cc1)C(=O)/C=C/c1ccccc1
    -4 | 14 | -5
Cc1cccc(C(=O)NC(C(=O)N2CCCC2)C2CCN(C(=O)c3cccc(Br)c3)CC2)c1 (stereo not given)
    0 | -3 | 1
COc1ccccc1C(=O)N(Cc1cccc(OS(=O)(=O)c2cccc(C(F)(F)F)c2)c1)C(C)C
    -2 | 21 | -5
CCOC(=O)c1csc(NC(=O)c2ccccc2Br)n1
    3 | 1 | -2
CCNC(=S)NS(=O)(=O)c1ccccc1
    -6 | 0 | -4
COc1cc2c(cc1OC)C(c1cccc(Cl)c1)N(C(=O)c1c(-c3ccccc3)noc1C)CC2 (stereo not given)
    -1 | 9 | -1
COc1ccc(/C=N\N(C)c2cc(C)nc(-c3ccccc3O)n2)cc1OC
    -4 | -8 | ·
